SMARCA2 activ: activators of SMARCA2 function; AID 652017; activation, % at 9.1 µM; MG213 cells, MMTV-luciferase reporter, dexamethasone, overnight; 370,000 compounds, 1% hits; in the data active means activation above about 7.8%;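 further: 0% = vehicle wells and 100% = reference activator wells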
ssDAF-12 act: activates DAF-12 receptor from parasite S. stercoralis. HEK293 ssDAF-12/GRIP1 lit1-tk-luc reporter, luminescence; % of 3 µM dafachronic acid response. activation, % at 6.8 µM. 370,000 compounds, 1% hits. AID 652126;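 active means activation above the mean over all tested compounds plus 3 SD, cut at about 0.9% in these data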;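 further: 0% = DMSO-only wells and 100% = 3 µM delta7-dafachronic acid wells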
PLC-gamma1 inh: inhibitors of human phospholipase C gamma1; P19174; purified PLC-gamma1, fluorogenic substrate, fluorescence; inhibition, % at 12.2 µM; 370,000 compounds, 0.84% hits; AID 720700; in the data active means inhibition above about 9.5%
Rev-erbA mod: Rev-erb alpha (human) modulation. P20393. Rev-erbα–FITC-DNA binding, fluorescence polarization, 90 min. activity, % at 10 µM. 370,000 compounds, 0.79% hits. AID 1259318;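 active means activity above about 14%, limit read from the data; passing the limit was not always enough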;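 further: 0% = DMSO wells with 35 nM protein and 100% = DMSO wells with 750 nM protein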
DAX1 inh-1: inhibitors of DAX1 repression of SF-1 activated StAR promoter; HEK293T StAR-luciferase reporter, SF-1/DAX-1 repression relief; inhibition, % at 6.8 µM; AID 652010; 370,000 compounds, 1.1% hits;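 active means inhibition above the mean over all tested compounds plus 3 SD, cut at about 3.6% in these data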;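 further: 0% = DAX-1 cells with DMSO and 100% = cells lacking DAX-1 with DMSO; higher inhibition means more luminescence from relief of DAX-1 repression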
PLCb3 inh: blocks human PLC-beta3 enzyme activity; Q01970; Purified PLC-beta3, fluorogenic substrate, fluorescence; inhibition, % at 12.2 µM; 370,000 compounds, 0.18% hits; AID 720704; in the data active means inhibition above about 11%;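 further: 0% = median of compound wells on plate and 100% = full blocker control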
MBD2 DNA inh: blocks human MBD2 binding to methylated DNA | 370,000 compounds, 0.31% hits | Q9UBB5 | inhibition, % at 4.4 µM | TR-FRET, MBD2 binding to methylated oligonucleotide; in the data active means inhibition above about 13%
Target sequence (Q9UBB5 whole entry, looked up): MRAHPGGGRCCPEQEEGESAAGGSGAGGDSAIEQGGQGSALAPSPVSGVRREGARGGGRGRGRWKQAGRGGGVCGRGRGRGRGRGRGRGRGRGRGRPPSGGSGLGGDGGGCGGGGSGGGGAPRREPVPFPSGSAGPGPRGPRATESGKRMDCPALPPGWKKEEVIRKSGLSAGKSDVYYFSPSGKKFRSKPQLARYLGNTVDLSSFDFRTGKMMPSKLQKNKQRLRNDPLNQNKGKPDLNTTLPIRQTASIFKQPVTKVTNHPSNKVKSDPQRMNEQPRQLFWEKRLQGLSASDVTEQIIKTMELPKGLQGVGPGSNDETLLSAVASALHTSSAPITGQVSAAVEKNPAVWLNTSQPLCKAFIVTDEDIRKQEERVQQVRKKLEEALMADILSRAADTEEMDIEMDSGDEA
hcDAF-12 act: activates DAF-12 receptor from parasite H. contortus | HEK293 hcDAF-12 lit1-tk-luc reporter, luminescence; 0% DMSO, 100% Δ7-dafachronic acid | activation, % at 6.8 µM | 370,000 compounds, 1.4% hits;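 active means activation above the mean of all tested compounds plus 3 SD, cut at about 5.5% in these data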;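 further: 100% = response to 3 µM Δ7-dafachronic acid high control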
ADAM17 inh: inhibitors of human ADAM17; P78536; recombinant ADAM17, EDANS/DABCYL FRET peptide cleavage; inhibition, % at 6.95 µM; 370,000 compounds, 0.83% hits; AID 720648;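 active means inhibition above the mean of compounds lying between control limits plus 3 SD, set per campaign, cut at about 8.5% in these data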;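 further: 0% = DMSO-only wells as the low control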
DAX1 inh-2: NR0B1 (DAX1) inhibition; P51843; HEK293 Gal4-DAX1 luciferase reporter, luminescence; inhibition, % at 6.75 µM; 340,000 compounds, 0.99% hits; AID 504766;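 active means inhibition above the mean over all tested compounds plus 3 SD, cut at about 4.2% in these data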;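 further: 0% = DAX1-transfected cells with DMSO and 100% = empty-vector control cells with DMSO; inhibition shows as a rise in luminescence from relieved DAX1 repression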
Target sequence (P51843 207-470 limits assumed): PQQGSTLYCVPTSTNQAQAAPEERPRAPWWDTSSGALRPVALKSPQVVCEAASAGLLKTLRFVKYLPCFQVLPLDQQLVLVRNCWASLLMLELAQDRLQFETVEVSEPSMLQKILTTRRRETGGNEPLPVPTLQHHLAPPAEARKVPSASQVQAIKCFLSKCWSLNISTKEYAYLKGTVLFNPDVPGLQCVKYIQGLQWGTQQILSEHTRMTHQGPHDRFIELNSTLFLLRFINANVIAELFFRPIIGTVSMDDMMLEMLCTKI
hgDAF-12 ag: activates the H. glycines DAF-12 receptor ligand-binding domain; activation, % at 6.8 µM; HEK293 GAL4-hgDAF12 UAS-luciferase reporter, agonist luminescence; normalized to butyrate control; 370,000 compounds, 1.8% hits;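 active means activation above a cutoff set at the mean of all screened compounds plus 3 SD, cut at about 10% in these data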;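 further: 0% = DMSO wells and 100% = sodium butyrate wells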
The depositor's hits bear a star; · = no result given.

SMILES	SMARCA2 activ	ssDAF-12 act	PLC-gamma1 inh	Rev-erbA mod	DAX1 inh-1	PLCb3 inh	MBD2 DNA inh	hcDAF-12 act	ADAM17 inh	DAX1 inh-2	hgDAF-12 ag
O=c1c(-c2ccc(O)cc2)coc2c(C3O[C@H](CO)[C@@H](O)[C@H](O)[C@H]3O)c(O)ccc12 (some centres undefined)	-2.0	-1.2	-76.8	-3.3	0.0	-123.9	0.7	0.4	-34.9	-1.1	-3.1
CCCOc1ccccc1Cn1c(=O)oc2ccccc21	-1.3	-1.1	3.8	-6.1	0.0	2.5	-2.7	-1.7	3.9	1.0	-0.7
CCc1ccc(NC(=O)CSC2=C(C#N)C(c3ccco3)C3=C(CCCC3=O)N2)cc1 (centres undefined)	-1.4	-1.4	-15.5	-4.5	-0.7	-18.3	-10.6	-1.6	1.5	-0.1	-1.7
NS(=O)(=O)c1ccc(N/C=C/C(=O)c2ccc(Br)cc2)cc1	1.2	0.2	-73.2	-1.0	0.8	-84.9	4.5	3.5	-4.2	-0.2	9.2
COC1=CC(=O)CC(C)C12Oc1cc(OC)cc(OC)c1C2=O (centres undefined)	0.8	-1.0	-7.8	-1.5	0.2	-7.2	-4.4	-0.2	-6.8	0.3	-0.8
O=C(CN1CCOCC1)Nc1ccc(OC(F)(F)F)cc1	-0.3	-0.3	-1.8	-3.0	0.3	-6.1	-0.3	0.2	-2.8	0.3	0.6
Cc1c(C)c2ccc(OCC(=O)N[C@@H](Cc3ccccc3)C(=O)O)cc2oc1=O	-4.0	-1.8	-59.5	-8.5	1.1	-80.6	3.1	-1.3	-185.5	-1.3	4.6
O=C(NCc1ccc(Cl)cc1)C1CCCN1C(=O)Nc1ccc(F)cc1 (centres undefined)	-1.4	-0.8	-0.5	-1.4	0.2	-8.4	4.9	-1.0	1.4	0.3	0.9
CC(C)(N[C@@H](Cc1ccccc1)C(=O)NCCCc1ccccc1)C(=O)NCc1ccccc1	·	-0.8	-2.8	-0.3	·	-2.7	2.7	-0.3	-0.3	·	-2.3
CCOc1ccccc1C(=O)N(Cc1cccs1)C1CCS(=O)(=O)C1 (centres undefined)	0.4	-1.1	1.7	-4.8	0.2	4.0	-2.2	-1.2	-1.0	-1.4	0.0
CN1C=CC=C/C1=C1/N=C(c2ccccc2)OC1=O	7.0	-1.1	1.4	-10.5	0.6	-5.0	1.2	-1.0	0.7	3.5	0.9
COc1ccc(S(=O)(=O)Nc2nnc(CC(C)(C)C)s2)cc1	-3.2	-1.5	-1.7	1.9	0.1	-3.1	4.1	-1.0	-3.5	-0.3	0.0
CCN(Cc1ccncc1)C(=S)Nc1c(C)cccc1C	0.3	-1.3	1.2	-0.8	-0.3	1.0	2.4	0.3	-2.1	-0.2	-1.4
COc1ccc(-c2c(C#Cc3ccsc3)c3cc(-c4ccc5cc[nH]c5c4)ccc3n2C)cc1	-1.1	-0.3	-70.4	3.7	0.5	-91.5	-5.8	1.0	0.2	0.3	1.9
CCOc1ccc2nc(SCC(=O)NC(=O)C(C)C)sc2c1	-1.0	-0.2	-3.0	-3.7	0.3	-9.6	5.9	-0.9	-2.9	0.6	-0.3
CC(=O)c1sc(NC(=O)c2cc(-c3ccccc3)nn2-c2ccccc2)nc1C	-2.2	-0.8	-0.6	5.3	0.3	-3.5	2.6	-0.4	-1.5	1.1	4.0
Cc1ccc2c(c1)[C@H]1[C@H](CO2)[C@H](c2ccccc2)[C@]2(C)C(=O)N(C)CC(=O)N12	-3.9	-0.7	1.9	1.4	-0.3	0.0	-2.4	-0.6	5.0	-1.1	-1.6
CNc1nc(Sc2ccccc2)cc(C(F)(F)F)n1	7.4	-1.2	-4.0	7.5	0.1	-3.2	-0.4	-0.5	0.0	1.4	-1.1
COc1ccc(/C=N/N=C2/CC(C)(C)Cc3n[nH]c(=O)cc32)cc1	0.0	-1.5	-13.2	-0.3	-0.9	-16.9	-2.4	-1.1	-3.4	0.0	-1.2
CCCN(CCC)c1cc(Cl)nc(N)n1	-4.6	-1.7	7.1	3.6	0.9	2.6	-3.7	-0.2	3.8	-0.7	-3.9
CC(=O)Nc1cccc(/C(C)=N/NS(=O)(=O)c2ccc(C)cc2)c1	4.7	-1.0	-3.4	9.7	0.5	0.7	1.0	-0.2	1.4	-0.4	-3.8
Cc1ccc(F)cc1S(=O)(=O)Nc1cccc(C(=O)N2CCCC(C(N)=O)C2)c1 (centres undefined)	-1.9	-0.5	1.1	0.5	-1.5	-4.9	-0.3	0.4	0.8	-0.3	-1.7
COc1ccc(-c2ccc(NCCC3=CCCCC3)nn2)cc1OC	0.7	-1.9	-1.1	4.7	-0.4	-5.5	-2.2	-1.0	-1.8	0.5	1.4
CCOC(=O)/C(C#N)=C\c1cn(C)c2ccccc12	-0.3	-1.1	6.3	-3.0	0.5	3.8	-3.4	-1.0	1.8	-0.2	-1.9
CSc1ccccc1NC(=O)CN(C)C(=O)c1cccc(S(=O)(=O)N(C)C)c1	-2.1	-1.4	1.4	0.3	0.1	1.2	1.1	-2.3	-4.1	-0.3	-3.9

Complete entries, looked up by structure. Order of values: SMARCA2 activ | ssDAF-12 act | PLC-gamma1 inh | Rev-erbA mod | DAX1 inh-1 | PLCb3 inh | MBD2 DNA inh | hcDAF-12 act | ADAM17 inh | DAX1 inh-2 | hgDAF-12 ag
COc1ccc(-c2ccc(NCCC3=CCCCC3)nn2)cc1OC in the list: 0.7 | -1.9 | -1.1 | 4.7 | -0.4 | -5.5 | -2.2 | -1.0 | -1.8 | 0.5 | 1.4
COc1ccc(/C=N/N=C2/CC(C)(C)Cc3n[nH]c(=O)cc32)cc1 in the list: 0.0 | -1.5 | -13.2 | -0.3 | -0.9 | -16.9 | -2.4 | -1.1 | -3.4 | 0.0 | -1.2

Following part
SMILES	SMARCA2 activ	ssDAF-12 act	PLC-gamma1 inh	Rev-erbA mod	DAX1 inh-1	PLCb3 inh	MBD2 DNA inh	hcDAF-12 act	ADAM17 inh	DAX1 inh-2	hgDAF-12 ag
Cc1c(Cl)ccc2c1NC(=O)[C@]21N[C@@H](CCC(N)=O)[C@H]2C(=O)N(c3ccc(F)cc3)C(=O)[C@H]21	-3.2	0.4	3.5	-4.0	0.6	-8.2	0.6	3.6	3.2	0.5	2.6
Cc1ccsc1/C=N/NC(=O)C1CC(=O)N(c2ccccc2)C1 (centres undefined)	-4.9	-1.6	2.9	-4.2	0.0	11.2*	-3.0	-3.3	5.7	0.2	5.1
COc1ccc(/C=C/C=C2\NC(=S)NC2=O)cc1	-0.1	-1.5	-3.4	8.1	-0.6	-5.9	-1.2	-2.0	0.8	0.9	0.1
CN(C)CCNCCCNc1c2ccccc2nc2cccc([N+](=O)[O-])c12	-5.6	-0.7	-2.0	2.9	-1.5	-14.0	-2.7	-1.1	2.6	-1.3	-2.2
O=C1Nc2ccccc2C(=O)N2CCCCC12 (centres undefined)	-3.4	-0.5	1.7	2.2	0.0	-4.6	1.6	0.6	-4.4	0.7	-1.4
CC1=C(C(=O)N2CCOCC2)CC(CC(=O)NCC2CCCCC2)C(=O)N1Cc1ccc(C(C)(C)C)cc1 (centres undefined)	-3.1	-1.0	0.3	-0.2	-1.4	-0.8	5.3	-0.5	-4.4	·	-1.9
COc1ccc(CCN(C)C(=O)Cn2c(=O)oc3ccccc32)cc1OC	-2.0	-0.5	-3.1	2.6	-0.3	-6.6	-1.1	-1.7	-3.4	1.3	-1.4
Cc1ccc(C(=O)N2CCN(C(=O)CN3CCOCC3)C2)cc1	1.7	-1.6	-0.3	1.7	-0.5	-1.5	13.9*	-1.3	-0.7	1.7	2.2
CCOC(=O)c1snc(C(=O)NC2CCCCC2)c1N	3.5	-1.5	-27.2	1.3	1.2	-41.2	-0.7	1.2	-57.4	0.8	5.8
Cc1ccccc1NS(=O)(=O)c1ccc(C(=O)NN2CCCCC2)cc1	-1.0	-0.7	-0.6	0.9	-0.3	-5.6	-1.3	-0.8	-4.3	-0.1	0.2
O=C(Cc1ccccc1)Nn1c(-c2ccccc2)nc2ccccc2c1=O	-5.2	-2.1	-0.2	5.5	0.4	4.6	3.1	-1.4	2.1	-0.4	0.4
CC1CN(C(=O)c2ccc(COc3ccccc3Cl)o2)CC(C)O1 (centres undefined)	-2.1	-1.5	1.5	-1.2	-0.6	-2.7	0.0	-2.5	-3.5	-1.4	-2.4
COC(=O)[C@@]1(Cc2ccc(F)cc2)[C@H]2c3cc(C(=O)N4CCCC4)n(Cc4cc(F)cc5c4OCOC5)c3C[C@H]2CN1C(=O)c1ccccc1	-3.7	-0.5	-6.1	-1.1	-0.6	-3.2	1.5	-2.0	0.9	·	-0.7
CN1CCN(c2ccc(CNC[C@H]3O[C@@H](n4cnc5c(=O)[nH]c(N)nc54)[C@H](O)[C@@H]3O)c(S(C)(=O)=O)c2)CC1	-3.4	-0.4	1.1	-1.5	0.0	0.9	0.9	-1.1	-3.0	·	0.8
CCOc1cc(OCC)cc(C(=O)N2CCC[C@@H]2C(=O)N2CCC[C@@H]2C(=O)NCc2cccc(OC)c2)c1	-6.2	-0.8	4.3	-5.1	0.0	3.0	0.8	-0.7	1.0	·	1.8
Cc1nn(C)cc1CN(C)C(=O)c1cc(COc2ccc(F)cc2F)on1	1.2	-1.4	-1.5	9.3	-0.9	-1.2	-0.3	-3.1	-2.2	-0.2	-3.4
CCCCCCCCN1C(=O)[C@@H](CC(=O)NCCC(C)C)C[C@@]2(C(=O)OC)C1=C[C@H](C(C)C)O[C@@H]2C1CC1	-0.3	-0.6	0.7	2.3	-0.8	6.9	-7.0	1.9	0.4	·	-1.9
COc1cccc(NC(=O)CN(C)C(=O)CN2C(=O)NC3(CCCC3)C2=O)c1	-2.6	-1.2	2.4	0.9	2.0	-9.0	7.1	-0.2	-5.0	1.9	4.3
COc1ccc([C@H]2CC(=O)C=C(c3ccc(C)cc3)C2)cc1OC	-0.2	-1.7	3.6	-4.4	-0.8	2.4	-4.8	-2.7	2.5	-0.1	-4.8
Cc1ccc(C)c(N2CCN(S(=O)(=O)CC34CCC(CC3=O)C4(C)C)CC2)c1 (centres undefined)	-1.9	-1.2	-4.0	-2.1	-0.5	-2.0	3.9	-2.1	2.2	-0.1	-2.1
Cc1ccc(NS(=O)(=O)c2ccc3[nH]c(=O)sc3c2)cc1	0.4	-0.8	3.2	5.5	-1.1	0.2	2.1	-0.1	3.2	-0.3	-1.8
Cc1cccc(CC2SC(N)=NC2=O)c1 (centres undefined)	-6.7	-1.4	3.6	4.4	0.9	-0.6	-1.5	0.2	-0.5	-0.1	-1.9
C=CCn1c(SCC(=O)Nc2nnc(CC)s2)nnc1-c1ccncc1	-1.2	-0.1	2.4	2.7	0.3	3.2	0.2	-0.8	1.4	3.4	0.8
Cc1cc(SCc2ccccc2)nc(=O)[nH]1	-1.0	-1.4	2.2	-3.4	0.2	-2.4	1.9	-0.8	-3.7	-0.9	1.5
COC(=O)C1=C(C)N(CCCC(=O)O)C(=O)NC1c1ccc(Br)cc1 (centres undefined)	-0.1	-1.1	-3.5	4.0	0.1	-0.7	1.7	-1.7	-2.5	2.1	1.1

Limited to PLCb3 inh, for some of the entries so far:
Compound	PLCb3 inh
CCCN(CCC)c1cc(Cl)nc(N)n1	2.6
CCOc1ccc2nc(SCC(=O)NC(=O)C(C)C)sc2c1	-9.6
